rTrxR1 inhibitor = qHTS Assay for Inhibitors of Mammalian Selenoprotein Thioredoxin Reductase 1 (TrxR1): qHTS | Thioredoxin reductase 1, cytoplasmic (Rattus norvegicus), O89049 | recombinant rTrxR1, NADPH fluorescence consumption, selenite substrate | Potency, µM (titrated, usually from 114 µM), inactives show at the top dose activity change, negative = inhibition, most hits filed as inhibitors | hit rate 1% among 390,000 | AID 588453, 2011; also: % is scaled to controls: 0 for no effect and ±100 for the full control effect; nearly all actives have a fitted effect of over 65% in size
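Rat TrxR1 (90 nM in the dispensed reagent) was pre-reduced with 400 uM NADPH for 5 min at room temperature, then incubated with compound for 15 min. After 400 uM selenite was added, NADPH fluorescence (Ex 340/Em 450 nm) was followed for 8 min.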
Vif-APOBEC3F blk = qHTS for Inhibitors of Vif-A3F Interactions: qHTS | HeLa A3F-eYFP + Vif (tagged APOBEC3F with the HIV-1 protein that degrades it), YFP fluorescence increase | Potency, µM (highest dose often 46.1 µM), for inactives: top-dose activity, negative = active | hit rate 0.2% among 390,000; also: % of control where 0% means no effect; nearly all actives have a fitted effect of over 65% in size
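Fluorescence increase (Ex 488/Em 500-530) after overnight compound treatment at 37 deg C flags inhibition of Vif-driven A3F-eYFP loss in stable HeLa A3F-eYFP/Vif cells seeded overnight beforehand.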
ALOX12 inh = Primary qHTS assay for inhibitors of human arachidonate 12S-lipoxygenase (ALOX12): Round 2; Polyunsaturated fatty acid lipoxygenase ALOX12 (Homo sapiens), P18054; purified 12hLO, xylenol orange hydroperoxide absorbance; Potency, µM (top dose mostly 108 µM), inactives show top-dose activity change, negative = inhibition, actives largely listed as inhibitors; hit rate 1.1% among 580,000; AID 1671190, 2021; also: % is scaled to controls: 0 for no effect and ±100 for the full control effect
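Purified human 12hLO at 150 nM in 25 mM Hepes, 0.01% Triton X-100, pH 7.0, preincubated 15 min at room temperature with compound. Reaction started with 40 uM arachidonic acid, 30 min at room temperature. Hydroperoxide measured by Fe-xylenol orange, 573/405 nm absorbance ratio.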
IDH1 R132H inh = qHTS for Inhibitors of mutant isocitrate dehydrogenase 1 (IDH1): qHTS | AID 602179, 2012 | Potency, µM (doses to about 76.6 µM), inactives show top-dose activity change, negative = inhibition, hits mostly inhibitors | IDH1-R132H enzyme, NADPH consumption, diaphorase/resazurin fluorescence | Isocitrate dehydrogenase [NADP] cytoplasmic (Homo sapiens), O75874 | hit rate 0.093% among 390,000; also: % is scaled to controls: 0 for no effect and ±100 for the full control effect; nearly all actives have a fitted effect of over 65% in size
Target sequence (O75874 whole entry R132H, stated change not applied): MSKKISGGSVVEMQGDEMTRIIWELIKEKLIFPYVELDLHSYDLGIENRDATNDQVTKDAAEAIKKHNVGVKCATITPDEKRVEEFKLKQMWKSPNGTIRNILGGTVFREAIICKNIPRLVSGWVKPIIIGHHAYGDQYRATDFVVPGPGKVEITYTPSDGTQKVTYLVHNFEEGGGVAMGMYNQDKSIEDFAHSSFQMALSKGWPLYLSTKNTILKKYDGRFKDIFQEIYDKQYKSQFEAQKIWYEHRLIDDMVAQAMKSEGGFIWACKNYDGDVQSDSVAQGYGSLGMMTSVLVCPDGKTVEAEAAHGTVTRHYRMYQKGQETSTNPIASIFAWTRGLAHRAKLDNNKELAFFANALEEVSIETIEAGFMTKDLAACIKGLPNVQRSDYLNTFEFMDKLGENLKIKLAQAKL
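IDH1-R132H (0.5 ug/mL) preincubated 30 min with compound, then NADPH (0.016 mM) and alpha-KG (2 mM) added; 80 min at RT, pH 7.5. Remaining NADPH coupled via diaphorase/resazurin to fluorescence (540/590 nm); concentration-response curves normalized to no-enzyme control.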
TrxR1 substrate = qHTS Assay for Substrates of Mammalian Selenoprotein Thioredoxin Reductase 1 (TrxR1): qHTS. Thioredoxin reductase 1, cytoplasmic (Rattus norvegicus), O89049. purified TrxR1 substrate turnover, NADPH consumption readout. Potency, µM (highest dose often 114 µM), for the others: at the highest dose activity change, negative = substrate turnover. hit rate 0.01% among 390,000; also: % is scaled to controls: 0 for no effect and ±100 for the full control effect; nearly all actives have a fitted effect of over 50% in size
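Rat TrxR1, dispensed at 90 nM, was prereduced with 400 uM NADPH (final) for 5 min at ~22 deg C, then incubated with compound 15 min before 400 uM selenite. A first-read NADPH fluorescence drop versus no-compound background flagged substrates.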
Vif-APOBEC3G blk = qHTS for Inhibitors of Vif-A3G Interactions: qHTS | HeLa A3G-eYFP + Vif (tagged APOBEC3G with the HIV-1 protein that degrades it), YFP fluorescence, overnight | hit rate 0.076% among 410,000 | DNA dC->dU-editing enzyme APOBEC-3G (Homo sapiens), Q9HC16 | AID 602310, 2012 | Potency, µM (doses to about 46.1 µM), inactives show at the highest dose activity, negative = active, hits mostly inhibitors;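 also: % is scaled to controls: 0 for no effect and ±100 for the full control effect; nearly all actives have a fitted effect of over 60% in size; hits raise eYFP signal because A3G escapes Vif-driven loss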
Target sequence (Q9HC16 whole entry, looked up): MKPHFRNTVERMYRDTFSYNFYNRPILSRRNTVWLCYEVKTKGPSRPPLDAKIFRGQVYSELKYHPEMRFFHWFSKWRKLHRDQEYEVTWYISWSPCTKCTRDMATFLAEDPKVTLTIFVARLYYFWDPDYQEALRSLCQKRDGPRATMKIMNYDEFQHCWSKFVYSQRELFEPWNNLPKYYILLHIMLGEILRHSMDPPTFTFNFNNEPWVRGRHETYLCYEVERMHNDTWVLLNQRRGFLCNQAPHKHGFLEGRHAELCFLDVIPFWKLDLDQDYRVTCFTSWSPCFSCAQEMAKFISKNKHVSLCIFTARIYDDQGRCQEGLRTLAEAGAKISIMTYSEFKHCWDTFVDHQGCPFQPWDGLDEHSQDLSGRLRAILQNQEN
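HeLa cells stably expressing Vif and C-terminally eYFP-tagged A3G, seeded overnight at 37 deg C, then exposed to compound by pintool overnight at 37 deg C. Rise in yellow fluorescence (Ex 488/Em 500-530, Acumen) marks blocked Vif-driven A3G degradation.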
USP1 inh = Inhibitors of USP1/UAF1: Primary Screen. Ubiquitin carboxyl-terminal hydrolase 1 (Homo sapiens), O94782. recombinant USP1/UAF1, Ub-Rhodamine cleavage fluorescence. Potency, µM (highest dose often 57.1 µM), without a hit: at the top dose activity change, negative = inhibition, hits mostly inhibitors. hit rate 0.23% among 390,000; also: % is scaled to controls: 0 for no effect and ±100 for the full control effect; nearly all actives have a fitted effect of over 60% in size; inactives centre near -12
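Step one: compound is pinned into 1nM USP1/UAF1 in HEPES pH 7.8 buffer with TCEP. Step two: 15 min room-temperature incubation. Step three: Ub-Rho (150nM final) starts cleavage, tracked by fluorescence over six one-minute reads.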
RGS4 inhibitor = Inhibitors of Regulator of G Protein Signaling (RGS) 4: qHTS; Regulator of G-protein signaling 4 (Homo sapiens), P49798; Transcreener GDP fluorescence polarization, RGS4-accelerated GTP hydrolysis; Potency, µM (doses to about 114 µM), without a hit: top-dose activity change, negative = inhibition, usual class: inhibitors; hit rate 0.039% among 390,000; AID 504845, 2011; also: % is scaled to controls: 0 for no effect and ±100 for the full control effect; nearly all actives have a fitted effect of over 75% in size; some results filed as inactive show a strong effect at the top dose
Target sequence (P49798 whole entry, looked up): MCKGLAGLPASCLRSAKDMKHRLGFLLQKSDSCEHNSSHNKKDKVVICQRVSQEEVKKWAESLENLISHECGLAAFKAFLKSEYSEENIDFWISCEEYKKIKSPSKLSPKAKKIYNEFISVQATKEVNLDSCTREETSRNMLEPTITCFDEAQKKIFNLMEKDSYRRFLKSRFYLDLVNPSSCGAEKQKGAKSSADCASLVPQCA
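MLSMR compounds (23 nl, pin-transferred) preincubated 10 min at room temperature with a 500nM (2x) first reagent, then RGS4 at 900nM (2x) plus Transcreener GDP mix added; fluorescence polarization (620/688 nm) read before and after 90 min at 30 °C.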
RXFP1 ag = qHTS Assay for Agonists of the Relaxin Receptor RXFP1; Relaxin receptor 1 (Homo sapiens), Q9HBX9; HEK293T-RXFP1 cAMP TR-FRET, 30 min; response scale: percent of porcine relaxin response, buffer zero; Potency, µM (doses to about 57.5 µM), inactives show at the top dose activation, most hits filed as activators; hit rate 0.3% among 370,000; also: % is scaled to controls: 0 for no effect and ±100 for the full control effect; nearly all actives have a fitted effect of over 60% in size; many of its hits are not listed in these tables
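Agonist response is measured as cAMP accumulation in an RXFP1-transfected HEK293T line under PDE4 inhibition. Values are scaled between buffer-only and 29 nM porcine relaxin, and EC50s come from standard Hill equation fits.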
An asterisk follows results filed as active; ? = inconclusive; . = not tested or not shown; [ ] = remark or other dose. Calls follow the shape of the dose curve; as a rule, active = well fitted curve in the direction sought with a large enough effect; inconclusive = small, poorly fitted or top-dose-only effect, or another doubt; inactive = no such curve, though single readings can be large; an effect the other way counts as inactive or inconclusive. Potency is read from the fitted curve at half-maximal effect. This is a subset; count on the stated rates, not on these rows.

Compound,rTrxR1 inhibitor,Vif-APOBEC3F blk,ALOX12 inh,IDH1 R132H inh,TrxR1 substrate,Vif-APOBEC3G blk,USP1 inh,RGS4 inhibitor,RXFP1 ag
O=C(NCC1CCCO1)c1ccc2ccccc2n1 (stereo not drawn),-0.9%,8.0%,8.1%,2.8%,5.0%[57.1 µM],0.0%,0.8%,28.3%,-0.1%
COc1ccc(C(c2nnnn2Cc2cccs2)N2CCN(c3ccccc3F)CC2)cc1 (stereo not drawn),6.1%,2.5%,-7.3%,0.8%,2.5%,1.7%,-9.5%,-8.4%,-1.1%
NC1=NC(=O)C(Cc2ccc(F)cc2)S1 (stereo not drawn),8.1%,4.9%,?,8.2%,-0.1%,0.1%,-19.5%,-3.4%[56.9 µM],-0.1%
COc1cc(OC)cc(C(=O)NC(C(=O)NCCN(C)C)C23CC4CC(CC(C4)C2)C3)c1 (stereo not drawn),-16.4%,-7.2%,0.0%,1.3%,-6.5%,-6.9%,2.4%,-17.6%,-0.3%
O=C(NCC1CCCO1)c1nn2c(C(F)(F)F)cc(-c3cccs3)nc2c1Br (stereo not drawn),9.7%[57.1 µM],-4.4%,-8.5%,11.3%,5.2%[57.1 µM],5.5%,-1.2%,23.0%,6.9%
CCn1c(CSc2nc(C)cc(C)n2)nnc1SCC(N)=O,-10.0%[57.1 µM],0.0%,-8.4%,-1.3%,-8.4%[57.1 µM],-5.8%,-16.9%,3.3%,6.7%
COCCn1c(SCC(=O)Nc2ccc(OC)cc2OC)nc2ccccc2c1=O,3.4%,-5.2%,12.4%,0.3%,-7.2%,-0.6%,-4.6%,12.5%,1.2%
COC(=O)c1ccc(NC(=O)CN2CCC(NC(=O)c3ccccc3F)CC2)cc1,.,0.7%,-3.8%,2.5%,.,1.2%,-18.0%,.,.
CCCCn1c(N)c(N(C)C(=O)c2ccc(Br)o2)c(=O)[nH]c1=O,6.7%,1.5%,0.8%,9.9%,1.9%,-4.7%,-11.7%,15.4%,-3.2%
COc1ccc(S(=O)(=O)N(CC(=O)NC2CCCCC2)c2ccc(F)cc2)cc1,-2.4%,3.6%,0.0%,-3.1%,2.5%,1.3%,-11.9%,15.1%,-1.3%
N[C@@H](Cc1c[nH]c2ccccc12)C(=O)O,?,.,.,.,8.6%[57.1 µM],.,.,-10.6%[56.9 µM],3.4%
O=C(NC1CCCC1)C(c1cccnc1)N(C(=O)c1csnn1)c1ccccc1Cl (stereo not drawn),16.5%[57.1 µM],-6.1%,19.4%,0.1%,9.2%[57.1 µM],1.3%,-9.3%,?,0.6%
O=C(O)C1C2C=CC(C2)C1C(=O)NCCCN1CCOCC1 (stereo not drawn),-13.2%,.,-8.5%,0.2%,3.5%,0.8%,-12.6%,6.2%,0.0%
COc1cc2c(cc1OC)C(c1cc(Br)ccc1O)N(C(C)=O)CC2 (stereo not drawn),3.4%[57.1 µM],4.2%,125.6%[activator],0.0%,7.9%[57.1 µM],1.7%,-2.3%,5.2%,.
CCOC(=O)c1ccccc1OCc1cc(/C=N/NC(=O)c2ccncc2)ccc1OC,-4.2%[57.1 µM],10.0%,428.0%[activator],-2.2%,-8.0%,-8.5%,14.0%,-9.0%,2.7%
O=C(Nc1ccc(Cl)cc1)NC1CCCCC1,14.5%,3.4%,0.0%,-0.1%,0.9%,1.7%,-6.7%,33.8%,-0.7%
O=C(CCn1nc(-c2ccc(Cl)cc2)c2ccccc2c1=O)NCC1CCCO1 (stereo not drawn),6.4%,2.8%,-5.9%,3.8%,2.0%,-7.9%,-17.6%,4.4%,4.3%
O=C(Nc1cc(S(=O)(=O)N2CCOCC2)ccc1N1CCOCC1)c1ccc(Cl)nc1,18.2%,2.4%,14.4%,-0.5%,0.8%,3.3%,-20.9%,-23.2%[11.4 µM],0.0%
Cc1ccc2c(c1)COc1c3ccc(C(=O)N[C@@H](CO)C(C)C)cc3nn1-2,-2.3%,1.7%,13.8%,12.9%,41.3%[activator],2.1%,-17.0%,15.0%,-7.2%
COc1ccc(S(=O)(=O)N2CCOC2CNC(=O)C(=O)NCc2ccccc2OC)cc1 (stereo not drawn),28.3%,1.7%,0.1%,10.3%,11.4%,-0.6%,-5.9%,15.9%,-2.7%
COc1ccc(CC(=O)Nc2sc(Cc3ccccc3)c(C)c2C(N)=O)cc1,16.5%,-4.5%,3.0%,0.0%,13.2%,1.4%,-6.1%,-31.3%,6.5%
Cc1csc(NC(=O)c2ccc(Cl)nc2)n1,0.3%,0.6%,0.0%,11.7%,-6.0%,-4.2%,-20.1%,-9.6%,2.0%
COC(=O)c1ccc(NC(=O)CCc2c(C)nc3ncnn3c2C)cc1,4.9%,3.1%,0.0%,-1.6%,2.3%,1.2%,-4.0%,-12.7%,3.4%
Cn1cc(CN2CCC(n3nccc3NC(=O)C3CCCC3)CC2)cn1,-12.4%,9.0%,0.5%,5.5%,-4.7%,0.1%,-18.2%,-10.6%,-0.8%
O=C(Nc1ccc2nc(-c3cccnc3)[nH]c2c1)c1ccccc1F,-0.8%[57.1 µM],3.4%,0.0%,2.7%,7.0%[57.1 µM],-1.9%,-19.9%,-12.0%,-0.1%

Going on with the list:
Compound,rTrxR1 inhibitor,Vif-APOBEC3F blk,ALOX12 inh,IDH1 R132H inh,TrxR1 substrate,Vif-APOBEC3G blk,USP1 inh,RGS4 inhibitor,RXFP1 ag
Cc1ccc(CNC(=O)c2c[nH]n3c(=O)c(Cc4ccc(Cl)cc4)c(C)nc23)cc1,13.9%,-22.5%,-12.6%,6.6%,2.7%,-8.7%,-28.7%,-10.0%,4.7%
COC(=O)c1ccc(NC2=C(Cl)C(=O)OC2OC(=O)c2ccccc2)cc1 (stereo not drawn),-11.7%,7.3%,17.9%,3.3%,-2.5%,-1.8%,-20.7%,-37.5%,-0.6%
CC1CCCC(NC(=O)c2ccc3snnc3c2)C1C (stereo not drawn),6.8%,8.8%,19.4%,-5.3%,-0.6%,-0.7%,-16.8%,11.3%,1.6%
CNC(=O)C1CC(=O)N(CCc2ccc(OC)cc2)C(=Nc2ccc(OC)cc2)S1 (stereo not drawn),-5.2%,-2.6%,8.8%,1.0%,-4.8%,-3.4%,-19.9%,-20.9%,1.1%
O=S(=O)(Cc1cc(-c2ccc(Cl)cc2)no1)c1ccccc1,7.7%[57.1 µM],1.2%,0.0%,-0.9%,1.6%[57.1 µM],-8.3%,-11.3%,-11.0%,0.4%
COc1ccc(/C=C2\CCn3c2nc2cc(C(=O)O)ccc2c3=O)cc1OC,-21.7%,-6.2%,-16.9%,9.0%,-17.3%,0.9%,?,-4.1%,-1.5%
COc1ccc(NC(=O)c2cc([N+](=O)[O-])ccc2N2CCCCC2)cc1,13.4%,0.5%,-20.5%,-0.8%,-3.4%,?,-9.8%,26.4%,-0.5%
NNC(=O)C(=O)Nc1ccc(O)cc1,33.7%,-4.6%,-12.3%,-5.3%,5.0%,0.3%,-25.1%,-6.6%,1.9%
CCOC(=O)Nc1ccc2c(c1)nc(CN1CCOCC1)n2C,3.8%,0.0%,120.9%[activator],-1.8%,-4.0%,1.1%,-21.5%,24.4%,0.8%
CCc1ccccc1Oc1ccc(S(=O)(=O)N2CCN(C)CC2)cn1,-8.4%[11.4 µM],1.5%,4.6%,3.6%,4.1%[11.4 µM],-0.1%,-11.1%,-7.1%,1.7%
O=C(Cn1cc(SCc2c(F)cccc2Cl)c2ccccc21)N1CCCC1,12.9%,8.0%,-16.4%,-15.5%,-2.4%,4.1%,-23.7%,29.0%,4.0%
